Bioassay records deposited in PubChem by several laboratories.
Yeast superoxide = reduction of superoxide in aged yeast, primary screen, HTS. superoxide response (% of plate mean), % at 10 µM. hit rate 0.18% among 330,000. S. cerevisiae aged cells, superoxide DHE fluorescence; active compounds read low. AID 2690, 2010;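 active = superoxide response under a set limit, about three screen SD below normal, cut at about 65% in these data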;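 also: yeast aged for seven days with compound at 30 °C before DHE staining; 100% = average MFI of all compound-treated wells on the plate with controls excluded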
Fam108B counter = mouse Fam108B serine hydrolase inhibitors, primary screen, counter-screen for RBBP9 inhibitor project, biochemical, fluorescence polarization; hit rate 0.33% among 300,000; AID 1947, 2009; inhibition, % at 9.51 µM; recombinant Fam108B, FP-Rh probe fluorescence polarization;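 active = inhibition above the screen mean inhibition plus 3 SD, computed separately per campaign, cut at about 18% in these data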;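 also: inhibitors lower polarization as less probe binds the enzyme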
Bcl-xL primary = inhibitors of human Bcl-xL, primary screen, biochemical, fluorescence polarization, HTS; Bcl-2-like protein 1 (Homo sapiens), Q07817; GST-Bcl-xL / FITC-Bim BH3 peptide fluorescence polarization; inhibition, % at 10.9 µM; hit rate 0.7% among 320,000; AID 2129, 2009;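 active = inhibition above the mean of all tested compounds plus 3 SD, cutoff set per campaign, cut at about 30% in these data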;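 also: 0% = DMSO wells and 100% = unlabeled Bim-BH3 peptide competitor; inhibitors lower millipolarization by displacing the labeled peptide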
Efflux pump inh = inhibitors of Candida efflux pumps in yeast, primary screen, S. cerevisiae, Nile Red, multiplex. hit rate 0.44% among 330,000. inhibition, % at 10 µM. S. cerevisiae Candida pump triplex;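 active = plate passing quality check with inhibition over a set limit, or well fluorescence over plate mean plus 4 SD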;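 also: Nile Red retained in pooled yeast measured as flow cytometry median fluorescence; 0% = buffer negative control and 100% = Enniatin B positive control; higher means more Nile Red kept so more efflux inhibition; some compounds called inactive have numbers as strong as hits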
ZTA DNA inh = counter-screen for EBNA-1 inhibitors: inhibitors of Epstein-Barr virus ZTA | P03206 | ZTA-DNA binding, fluorescence polarization | inhibition, % at 11 µM | hit rate 0.15% among 320,000 | AID 2234; in the data active = inhibition above about 33%
Target sequence (P03206 whole entry, looked up): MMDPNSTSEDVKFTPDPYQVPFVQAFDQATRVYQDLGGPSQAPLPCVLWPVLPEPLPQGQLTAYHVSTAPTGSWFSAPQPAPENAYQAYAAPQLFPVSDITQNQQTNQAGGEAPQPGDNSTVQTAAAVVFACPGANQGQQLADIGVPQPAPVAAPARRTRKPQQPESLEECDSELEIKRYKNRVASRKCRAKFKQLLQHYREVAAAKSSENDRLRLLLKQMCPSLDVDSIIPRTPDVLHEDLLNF
MEX-5 binding = MEX-5 zinc finger RNA-binding disruptors – biochemical, C. elegans, fluorescence polarization, MLPCN library, primary screen; Zinc finger protein mex-5 (Caenorhabditis elegans), Q9XUB2; MEX-5/FITC-TCR2 RNA binding; active compounds read low; activity score (negative = inhibition of binding), % at 10 µM; hit rate 0.38% among 300,000;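 active = inhibition past about -25% in most replicates, and total fluorescence under double the plate's negative control median, limit read from the data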;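 also: 0% = DMSO and -100% = 5 µM competing unlabeled TCR2 RNA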
GLD-1 RNA inh = GLD-1/TGE RNA complex disruptors, primary screen, biochemical, fluorescence polarization | Female germline-specific tumor suppressor gld-1 (Caenorhabditis elegans), Q17339 | purified GLD-1 + fluorescein TGE RNA | inhibition, % at 5.96 µM | hit rate 0.44% among 320,000;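 active = percent inhibition above a per-plate cutoff, the plate mean of test compounds plus 3 SD, cut at about 30% in these data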;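 also: 0% = DMSO wells with GLD-1 and probe and 100% = wells lacking GLD-1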
Target sequence (Q17339 whole entry, looked up): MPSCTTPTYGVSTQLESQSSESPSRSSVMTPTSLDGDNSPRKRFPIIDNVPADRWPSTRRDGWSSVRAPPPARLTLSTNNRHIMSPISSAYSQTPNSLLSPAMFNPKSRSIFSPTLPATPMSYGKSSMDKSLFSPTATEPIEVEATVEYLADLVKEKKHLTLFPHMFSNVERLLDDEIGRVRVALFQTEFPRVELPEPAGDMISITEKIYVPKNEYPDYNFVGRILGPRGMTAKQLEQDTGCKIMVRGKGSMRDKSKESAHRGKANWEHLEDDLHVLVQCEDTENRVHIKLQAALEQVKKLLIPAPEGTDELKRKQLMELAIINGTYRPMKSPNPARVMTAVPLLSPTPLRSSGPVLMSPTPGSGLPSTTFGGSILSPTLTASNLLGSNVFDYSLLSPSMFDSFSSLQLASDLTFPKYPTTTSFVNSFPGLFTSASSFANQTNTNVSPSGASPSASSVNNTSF
MCL1-BIM inh = inhibitors of MCL1 binding to BIM-BH3, primary screen, biochemical, fluorescence polarization; hit rate 0.68% among 320,000; inhibition, % at 10.9 µM; GST-MCL1 / FITC-Bim-BH3 fluorescence polarization; Induced myeloid leukemia cell differentiation protein Mcl-1 (Homo sapiens), Q07820;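 active = inhibition above the mean inhibition of all tested compounds plus 3 SD, set per campaign, cut at about 40% in these data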;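 also: 0% = DMSO wells and 100% = unlabeled Bim-BH3 peptide control; higher means more loss of mP so more displacement of Bim peptide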
Target sequence (Q07820 whole entry, looked up): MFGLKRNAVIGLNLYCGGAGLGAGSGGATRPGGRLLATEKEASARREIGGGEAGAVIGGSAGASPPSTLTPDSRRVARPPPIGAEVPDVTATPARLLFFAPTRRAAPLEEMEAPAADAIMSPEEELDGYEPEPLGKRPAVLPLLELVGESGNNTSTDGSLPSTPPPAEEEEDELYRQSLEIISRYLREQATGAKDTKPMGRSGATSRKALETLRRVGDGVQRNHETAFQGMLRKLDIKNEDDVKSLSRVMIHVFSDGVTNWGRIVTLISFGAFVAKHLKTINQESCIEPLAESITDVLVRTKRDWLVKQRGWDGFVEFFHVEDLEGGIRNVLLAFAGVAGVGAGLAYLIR
EBNA-1 inh = EBNA-1 DNA-binding inhibitors, primary screen, biochemical, fluorescence polarization | inhibition, % at 14.8 µM | hit rate 0.34% among 300,000; in the data active = inhibition above about 28%
Numbers without * were called inactive.

SMILES	Yeast superoxide	Fam108B counter	Bcl-xL primary	Efflux pump inh	ZTA DNA inh	MEX-5 binding	GLD-1 RNA inh	MCL1-BIM inh	EBNA-1 inh
CCC/C(O)=C1\C(=O)CCCC1=NCCc1c(C)[nH]c2ccccc12	97	2	6	0.0	18	1.3	-3	7	9
O=C(OCC(=O)N1CCCc2ccccc21)c1cncc(Br)c1	110	3	2	0.0	-1	1.8	-4	-18	7
CC(C)C(NC(=O)CN1C(=O)c2cccc3cccc1c23)C(C)C	110	-4	-2	0.1	-11	0.1	-1	-3	1
CC1CC(C)CN(CC(C)(C)NS(=O)(=O)c2ccc(Cl)cc2)C1 (configuration not stated)	86	2	0	0.0	6	1.9	-3	-3	4
C=CCc1c(C)nc(N)[nH]c1=O	81	-1	2	-0.1	4	-0.2	10	-1	1
O=C(O)CCC(=O)NNC(=O)COc1ccc2ccccc2c1Br	105	2	6	0.1	-3	-2.5	3	13	-12
Cc1ncsc1CCOC(=O)c1ccc(N2CCOCC2)c([N+](=O)[O-])c1	102	0	2	-0.1	5	-5.8	1	2	15
O=C(N/C=C/c1ccc(Cl)cc1)NCc1ccc(Cl)cc1	89	-18	8	-0.1	2	0.5	-2	5	4
Cc1cc(C(=O)Nc2sc3c(c2C#N)CCCCC3)cs1	98	0	9	-0.1	6	-3.6	5	13	21
Cc1ccc(COC(=O)c2nn(-c3ccccc3)nc2N)cc1	93	-3	6	0.0	-14	0.5	-6	4	0
COc1ccc(CNC(=O)C2CCN(C(=O)c3ccccc3)CC2)cc1	113	-3	2	0.1	-9	1.9	0	-3	-9
CCCCOc1ccc(N(CC(=O)NCc2ccccc2)C(=O)c2csnn2)cc1	98	-1	10	-0.2	-7	2.4	-1	17	1
COc1cccc(CNC(=O)C(=O)N2CCC3(CC2)OCCN3S(=O)(=O)c2ccc(C)cc2)c1	99	3	5	-0.1	-1	0.7	-2	11	-5
CCCCSc1nc2sc3c(c2c(=O)[nH]1)CCC3	91	-4	4	0.3	16	-0.2	2	8	4
Cc1ccc(C2=NS(=O)(=O)N(C)C(C(=O)NCc3ccccn3)=C2)cc1	101	0	1	0.1	12	-2.4	3	0	12
Cn1c(C(=O)OC(C(=O)NCc2ccco2)c2ccncc2)cc2sccc21 (configuration not stated)	113	3	4	-0.2	9	-1.0	0	-1	-1
CCCn1c(=N)c(C(=O)NC2CCCC2)cc2c(=O)n3cccc(C)c3nc21	99	2	7	-0.1	1	-19	2	6	2
O=C(CN1C(=O)NC(c2ccccc2)(c2ccccc2)C1=O)c1c[nH]c2ccccc12	109	-20	-1	0.1	3	-13	0	-4	0
O=[N+]([O-])c1ccc(NS(=O)(=O)c2cccc3cccnc23)cc1	90	0	4	0.2	1	1.4	-6	-6	-5
Cc1cc(C)cc(Oc2cc(NC(=O)c3cn(C)nc3C)cc([N+](=O)[O-])c2)c1	78	-10	3	-0.1	-5	1.4	4	-5	-2
COc1ccc(C2N(c3cccc(Cl)c3)C(=O)C3CCCN32)cc1 (configuration not stated)	95	-1	2	-0.2	12	-0.8	7	3	9
CN(C)CCN=Cc1c(O)n(Cc2ccccc2)c(=O)c2ccccc12	113	3	2	0.2	12	-2.2	-4	3	-4
Cc1ccc(-c2n[nH]c(=S)n2/N=C/C=C\c2ccccc2[N+](=O)[O-])cc1	103	8	-27	0.0	1	3.5	-2	-19	2
C=CCOC(=O)C1=C(C)NC(SCC(=O)Nc2nccs2)=C(C#N)C1c1ccc(Cl)cc1 (configuration not stated)	101	-8	3	0.0	-19	1.4	10	-1	10
CCOC(=O)C1=NN(C(C)=O)C2(CC(=O)N(c3cccc(C)c3)C2=O)C1 (configuration not stated)	106	-6	-1	0.0	-4	-2.3	2	6	2
Remaining list, next part.
SMILES	Yeast superoxide	Fam108B counter	Bcl-xL primary	Efflux pump inh	ZTA DNA inh	MEX-5 binding	GLD-1 RNA inh	MCL1-BIM inh	EBNA-1 inh
COc1cccc(Cn2nnc(C(=O)NCc3ccc(F)cc3)c2N)c1	89	-2	4	0.0	11	1.6	10	4	0
CCOC(=O)c1cc2cc(OC)ccc2[nH]1	100	5	-5	0.1	5	3.8	1	4	6
O=C(C1CC(=O)N(c2ccc(F)cc2)C1)N1CCCCC1 (configuration not stated)	98	1	5	0.8	-4	1.7	1	6	-13
COc1cc([N+](=O)[O-])ccc1NC(=O)CSc1ccccn1	95	2	3	0.0	14	0.3	6	0	-1
C=CCc1c(C)nc(-c2ccccc2)nc1N/N=C/c1ccccc1	104	0	-2	-0.1	-17	0.5	1	-7	9
Cc1nn(C2CCS(=O)(=O)C2)c(Cl)c1/C=C/C(=O)OCC(=O)Nc1ccccc1OC(F)F (configuration not stated)	91	-1	-3	0.0	7	1.3	1	-6	-8
Cc1ccc(C)c(NS(=O)(=O)c2ccc(OCC(=O)N3CCOCC3)cc2)c1	107	-4	8	0.0	-8	-1.9	-5	5	0
Cc1ccc(C(=O)O)cc1NC(=O)C1=CSCCO1	91	1	5	-0.1	-32	0.4	4	6	-5
CC(C)CN(CC(C)C)C(=O)CC(=O)NC(=O)c1ccc(Cl)cc1	101	-1	4	0.1	6	-0.8	7	2	2
Cc1ccc(C(=O)NCc2ccco2)cc1S(=O)(=O)Nc1cccc(C)c1C	90	1	3	-0.2	-9	-1.6	0	3	15
CCOc1ccccc1N(C(=O)c1ccco1)C(C(=O)NC1CCCC1)c1cccs1 (configuration not stated)	100	10	7	0.0	-4	1.4	5	4	-7
COc1cccc(C(=O)N2CCC(C(=O)NCc3ccc(C)cc3)CC2)c1	119	-7	-3	0.1	1	0.2	7	-1	-12
CCn1c(-c2cc(-c3ccccc3OC)nc3ccccc23)n[nH]c1=S	98	-3	-24	0.1	-8	1.2	6	-21	5
Cc1cc(-c2csc(N)n2)c(C)n1CCc1ccccc1	107	1	18	0.3	-11	-1.1	8	17	-3
CCN(CCNCC(O)COCc1ccc(Cl)cc1)c1cccc(C)c1 (configuration not stated)	97	-1	8	-0.1	1	0.7	0	5	2
O=[N+]([O-])c1nn(-c2cccc(Cl)c2)n(O)c1=NCc1cccnc1	112	4	2	0.0	11	-0.4	5	0	3
Cc1ccc(-n2nnnc2C(Cl)(Cl)c2nnnn2-c2ccc(C)cc2)cc1	94	3	-13	0.0	-17	1.6	0	-2	10
CCCC(=O)Nc1ccc2c(c1)nc1n2CCSC1	95	2	7	-0.3	-12	-2.5	4	8	-7
CCOC(=O)N1CCC(N(CCN(C)C)C(=S)Nc2cccc(OC)c2)CC1	106	1	1	-0.1	11	-3.4	-7	3	2
Cc1c(C(=O)N2CCOCC2)cc(C(C)(C)C)n1-c1ccccc1	89	9	-4	0.0	-6	0.9	0	-5	1
O=C(NCCCN1CCOCC1)C(=O)NCCc1ccccc1	101	-3	9	-0.2	20	-1.2	-5	1	5
COc1ccc(C2CC(c3ccc(Cl)cc3Cl)n3nc(N)nc3N2)cc1 (configuration not stated)	108	-3	1	0.7	4	0.2	-3	1	-4
CC(C)c1ccc(C(=O)NNC(=O)c2ccncc2)cc1	95	-7	0	0.0	2	-1.5	-4	-2	-17
CCOC(=O)C1=C(c2ccccc2)O/C(=C(/C(=O)OC)C(F)(F)F)S1	86	0	-2	-0.2	-8	1.1	-6	-1	3
CCOC(=O)N1CCN(Cc2ccc3c(c2)OCO3)CC1	112	-1	-6	0.0	1	0.7	-2	0	-2
Following part.
SMILES	Yeast superoxide	Fam108B counter	Bcl-xL primary	Efflux pump inh	ZTA DNA inh	MEX-5 binding	GLD-1 RNA inh	MCL1-BIM inh	EBNA-1 inh
Cc1sc(NC(=O)c2ccco2)c(CN2CCC(C)CC2)c1C	90	0	21	-0.2	8	-4.8	17	20	1
COc1ccc(/C=N/NC(=O)CN(c2ccc(OC)cc2)S(=O)(=O)c2ccccc2)cc1	121	-12	2	0.1	6	-0.6	4	-5	-9
Cc1ccc(NS(=O)(=O)c2csc(C(N)=O)c2)c(C)c1	92	1	-3	0.3	-17	-0.4	3	-1	-5
Cc1cc(C)c(NC(=O)CCN2C(=O)c3ccccc3S2(=O)=O)c(C)c1	107	3	9	-0.1	-4	1.3	4	11	-2
CC(C)NC(=O)C1CCN(C(=O)c2ccc(-c3ccccc3)cc2)CC1	97	0	4	0.2	-8	-5.1	-2	2	-4
CC(C)c1nc2ccc(C(=O)O)cc2[nH]1	101	1	4	-0.1	-10	1.2	1	4	5
O=C(NCCCN=C1NS(=O)(=O)c2ccccc21)c1ccc(S(=O)(=O)N2CCOCC2)cc1	85	-2	4	-0.2	3	-3.6	-1	7	1
C=CCn1c(Cc2ccc(OCC)cc2)nnc1SCC(N)=O	107	2	-6	0.0	-15	-0.4	-5	-4	2
O=C(Nc1ccccc1N1CCCC1)C1CCN(C(=O)c2ccc(Cl)cc2)CC1	92	-1	12	0.0	17	-0.9	0	8	4
Cc1nn(-c2ccccc2)c(C)c1NC(=O)COC(=O)CCCOc1ccccc1	91	0	5	-0.1	11	1.3	2	3	-3
Cc1cccc(OCc2nnc(SCC(=O)NC3CCCCC3)n2C)c1	104	-7	3	0.0	16	0.9	2	-4	-8
Cc1ccc(C(=O)NCCc2ccccn2)cc1S(=O)(=O)N1CCOCC1	116	3	3	-0.3	-3	-2.9	-1	0	4
CCOc1ccc(NC(=O)CCC(=O)NNC(=O)c2ccc(Br)o2)cc1	95	0	8	0.1	10	-0.6	4	0	0
Cc1ccc(S(=O)(=O)N2CCN(C(=O)c3c(C)nn(-c4ccccc4)c3Cl)CC2)cc1	103	-3	0	0.1	-3	1.8	4	-8	-2
CC(C(=O)O)n1c(C(F)(F)F)nc2ccccc21 (configuration not stated)	100	-2	-3	-0.1	-3	1.1	7	1	0
CCOC(=O)c1cccc(NC(=O)c2c(NCc3ccccc3)[nH]c(=O)[nH]c2=O)c1	109	-8	4	0.0	-11	-1.4	1	7	4
COc1ccc(-c2cnc3ncnn3c2N)cc1	93	-2	1	-0.2	-16	-0.7	4	14	-3
CN(C)c1ccc(C=C2C(=O)OC(C)(C)OC2=O)cc1	117	-3	-2	0.1	13	4.1	-7	-4	-24
COc1cc(Nc2cc(C)nc3nc(C)nn23)cc(OC)c1OC	107	-1	1	0.3	-8	-1.1	5	2	-7
CCCc1nc2ccccc2c2nc(N)nn12	97	-4	6	0.0	-23	1.1	-1	4	-2
CCCOC(=O)c1ccc(NC(=O)Oc2ccccc2)cc1	85	-2	1	0.0	-13	2.4	4	6	9
COc1ccc(C2CC(c3ccccc3)=NN2C(=O)COC(=O)c2nc3nccc(C)n3n2)cc1 (configuration not stated)	105	2	-5	-0.1	20	1.4	5	-11	6
Cc1ccc(C(=O)NCCc2sc(C)nc2C)cc1	103	2	6	0.0	16	-0.9	2	11	-1
CCOC(=O)CNC(=O)CN1CCC(c2nc3ccccc3[nH]2)CC1	107	2	6	0.2	10	-2.7	-4	0	-5
COc1cccc(CN2C(=O)C(C)N(C(=O)c3ccccc3)c3ccccc32)c1 (configuration not stated)	102	-6	6	0.2	9	2.5	-1	11	8
